CIT2 TOR yeast: yeast TOR pathway CIT2-GFP modulation; S. cerevisiae CIT2-GFP strain, flow cytometry, 3 h; 100 means same as DMSO wells; GFP response vs DMSO, % at 10 µM; 0.065% of 320,000 active;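 active = GFP response relative to DMSO above a set limit, near the screen mean plus 3 SD, cut at about 150% in these data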;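 also: ratio of well median GFP fluorescence to mean of DMSO wells on the plate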
BCLXL inh: blocks human Bcl-xL binding to Bim BH3 peptide. Q07817. GST-Bcl-xL / FITC-Bim BH3 peptide fluorescence polarization. inhibition, % at 10.9 µM. AID 2129. 0.7% of 320,000 active;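 active = inhibition above the mean of all tested compounds plus 3 SD, cutoff set per campaign, cut at about 30% in these data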;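 also: 0% = DMSO wells and 100% = unlabeled Bim-BH3 peptide competitor; inhibitors lower millipolarization by displacing the labeled peptide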
Yeast superoxide: caloric restriction mimetics inhibiting age-related superoxide in yeast. S. cerevisiae aged cells, superoxide DHE fluorescence; stronger effect = lower value. superoxide response (% of plate mean), % at 10 µM. 0.18% of 330,000 active. AID 2690;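 active = superoxide response under a set limit, about three screen SD below normal, cut at about 65% in these data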;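 also: yeast aged for seven days with compound at 30 °C before DHE staining; 100% = average MFI of all compound-treated wells on the plate with controls excluded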
VLA-4 inh: inhibition in a human VLA-4 binding assay; 0.2% of 330,000 active; P13612; VLA-4 expressing cells, ligand binding flow cytometry; inhibition, % (about 7 µM as worked out from the volumes in the protocol); in the data active = inhibition above about 50%
Target sequence (P13612 whole entry, looked up): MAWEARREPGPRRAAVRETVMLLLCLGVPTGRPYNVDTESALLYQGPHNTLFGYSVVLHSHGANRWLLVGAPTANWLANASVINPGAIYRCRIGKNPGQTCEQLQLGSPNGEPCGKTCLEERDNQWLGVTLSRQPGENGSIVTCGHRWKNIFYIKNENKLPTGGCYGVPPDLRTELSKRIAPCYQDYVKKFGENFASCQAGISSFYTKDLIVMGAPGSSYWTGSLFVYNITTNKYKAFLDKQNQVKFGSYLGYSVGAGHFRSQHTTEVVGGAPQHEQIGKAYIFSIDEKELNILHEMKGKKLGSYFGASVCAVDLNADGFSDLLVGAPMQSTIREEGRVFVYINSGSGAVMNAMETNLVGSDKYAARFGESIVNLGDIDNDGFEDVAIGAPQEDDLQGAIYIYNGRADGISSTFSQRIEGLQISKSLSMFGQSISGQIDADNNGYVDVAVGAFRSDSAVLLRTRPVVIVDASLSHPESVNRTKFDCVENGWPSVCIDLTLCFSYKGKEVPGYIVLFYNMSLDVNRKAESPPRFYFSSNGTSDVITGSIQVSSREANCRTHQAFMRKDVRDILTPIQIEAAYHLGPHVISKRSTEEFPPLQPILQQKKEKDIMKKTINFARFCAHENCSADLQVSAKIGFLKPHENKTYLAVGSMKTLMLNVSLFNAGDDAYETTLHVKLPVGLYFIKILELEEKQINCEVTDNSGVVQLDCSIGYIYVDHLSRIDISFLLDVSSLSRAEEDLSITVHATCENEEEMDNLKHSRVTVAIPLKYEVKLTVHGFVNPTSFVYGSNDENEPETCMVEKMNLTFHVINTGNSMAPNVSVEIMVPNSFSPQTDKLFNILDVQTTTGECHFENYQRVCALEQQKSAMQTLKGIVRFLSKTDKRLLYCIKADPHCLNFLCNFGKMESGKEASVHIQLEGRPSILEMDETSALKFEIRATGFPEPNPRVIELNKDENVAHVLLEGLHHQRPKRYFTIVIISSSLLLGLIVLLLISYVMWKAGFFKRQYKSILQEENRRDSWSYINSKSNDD
GRK2 aptamer HTS: blocks RNA aptamer binding to human GRK2; P25098; bead flow cytometry, FAM-aptamer displacement from GRK2; inhibition of aptamer binding, % at 10 µM; 0.59% of 330,000 active; AID 488847;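 active = inhibition of aptamer binding above 40%, roughly 3 SD of noise, on plates passing a quality check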;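 also: median bead fluorescence of bound FAM aptamer so fluorescent compounds give negative values; no value below 0 was filed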
MEX-5 binding: C. elegans MEX-5 TCR-2 RNA binding activity; activity score (negative = inhibition of binding), % at 10 µM; MEX-5/FITC-TCR2 RNA binding, fluorescence polarization; stronger effect = lower value; 0.38% of 300,000 active;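 active = inhibition past about -25% in most replicates, and total fluorescence under double the plate's negative control median, limit read from the data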;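 also: 0% = DMSO and -100% = 5 µM competing unlabeled TCR2 RNA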
MCL1-BIM inh: MCL1-BIM-BH3 interaction inhibition (human) | 0.68% of 320,000 active | Q07820 | inhibition, % at 10.9 µM | GST-MCL1 / FITC-Bim-BH3 fluorescence polarization | AID 2057;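 active = inhibition above the mean inhibition of all tested compounds plus 3 SD, set per campaign, cut at about 40% in these data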;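 also: 0% = DMSO wells and 100% = unlabeled Bim-BH3 peptide control; higher means more loss of mP so more displacement of Bim peptide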
AGP1-GFP MLPCN: alters AGP1-GFP fluorescence in TOR pathway yeast screen. S. cerevisiae AGP1-GFP multiplex flow cytometry, 3 h; GFP as percent of DMSO wells. AID 2066. GFP response vs DMSO, % at 10 µM. 0.02% of 320,000 active;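 active = GFP response relative to DMSO above a set limit, near screen average plus 3 SD, cut at about 150% in these data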;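 also: median GFP channel fluorescence of the gated AGP1 strain per well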
GLD-1 RNA inh: GLD-1-TGE RNA interaction inhibition (C. elegans). Q17339. AID 2280. 0.44% of 320,000 active. inhibition, % at 5.96 µM. purified GLD-1 + fluorescein TGE RNA, fluorescence polarization;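 active = percent inhibition above a per-plate cutoff, the plate mean of test compounds plus 3 SD, cut at about 30% in these data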;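 also: 0% = DMSO wells with GLD-1 and probe and 100% = wells lacking GLD-1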
Active calls of the source: *; nt = not tested or not shown.

Below each SMILES: CIT2 TOR yeast	BCLXL inh	Yeast superoxide	VLA-4 inh	GRK2 aptamer HTS	MEX-5 binding	MCL1-BIM inh	AGP1-GFP MLPCN	GLD-1 RNA inh
Cn1c(=O)[nH]c(=O)c2c1nc(N1CCOCC1)n2CCSc1nnnn1-c1ccccc1
  96	0	100	5	0	2.8	4	102	-2
COc1ccc(CCN(C)C(=O)c2c(C)nn(CC(C)C)c2Cl)cc1OC
  102	4	100	11	0	1.9	-6	100	0
COc1ccc(C(=O)Nc2ccnn2C2CCN(Cc3ccn[nH]3)CC2)cc1
  108	1	100	41	3	-0.5	2	104	-3
O=C(CNc1cccc(C(F)(F)F)c1)N/N=C/C1CCCCC1
  105	-1	113	-2	0	0.8	11	99	16
Cc1ccc(CNC(=O)c2ccc(C)c(S(=O)(=O)N3CCCCC3)c2)cc1
  96	1	121	-5	3	nt	6	94	-5
COc1ccc(-c2noc(CNC(=O)Nc3ccc(F)cc3)n2)cc1
  95	6	83	1	3	-0.8	2	101	-4
Cc1cccc(NC(=O)CSc2nnnn2-c2cccnc2)c1
  92	3	105	-2	0	-0.1	0	91	4
COc1ccc(N(C)S(=O)(=O)c2cccc(C(=O)Nc3nc(C)cs3)c2)cc1
  87	-2	113	-22	3	nt	1	93	-6
O=C(Nc1cccnc1N1CCOCC1)c1ccco1
  93	10	103	2	0	2.9	2	94	8
Cc1ccccc1NC(=O)COC(=O)C1=COCCO1
  89	1	88	-17	7	nt	-4	86	0
CC1=Nc2ccccc2/C1=C/c1sc(=N)n(-c2nccs2)c1O
  100	-34	116	14	1	4.9	-59	98	-171
COC(=O)Cc1sc(-c2ccccn2)nc1-c1ccccc1
  96	12	95	4	0	0.6	9	93	8
CC(=O)NC(Nc1c(C)n(C)n(-c2ccccc2)c1=O)C(Cl)(Cl)Cl (centres undefined)
  102	3	72	-1	0	0.2	6	103	8
CCn1cnc2c1c(=O)n(CC(=O)NN)c(=O)n2Cc1ccccc1
  100	1	96	-6	0	0.8	1	92	-5
CCc1cccc(NC(=O)Cc2cn(C)c3ccccc23)c1
  96	5	92	6	4	0.2	8	98	9
Cc1cccc2nc(CSc3nc4ccccc4[nH]3)cn12
  98	-22	99	2	4	5.3	-43	99	-3
CC(C)(C)c1ccc(-c2cc(C(=O)NNC(=O)Nc3ccccc3)c3ccccc3n2)cc1
  95	0	94	-6	0	-0.5	-1	92	4
CC1(C)CC(=O)c2cc(OCC(=O)NCc3cccnc3)ccc2O1
  87	-1	100	4	0	-2.3	0	98	4
CCNCc1ccc(OCc2ccccc2F)c(OC)c1
  103	1	102	12	0	-0.3	1	104	3
COc1ccc2oc(C(=O)OC(C)C(=O)NC3(C#N)CCCCC3)c(C)c2c1 (centres undefined)
  95	4	102	3	1	0.8	3	113	4
CCn1ccc(=O)c2cc3c(cc21)OCO3
  105	2	96	9	0	1.7	1	94	-1
COC(=O)CNC(=O)c1nn(-c2cccc(OC)c2)c(=O)c2ccccc12
  108	5	96	9	2	nt	2	103	1
O=C(NCc1ccccc1Cl)C1CCC(=O)N(C2CCCC2)C1 (centres undefined)
  97	6	124	24	0	2.1	-1	101	0
O=C(Nc1ccccc1)C1=C[C@H](c2ccc3c(c2)OCO3)C[C@H](OCCCCO)O1
  110	-2	103	7	2	-3.4	-3	98	-2
COc1ccc2c(CC(=O)Nc3c(C)n(C)n(-c4ccccc4)c3=O)coc2c1
  96	3	103	7	3	-2.6	1	95	3
CC(C)(O)C#Cc1ccc(CN2CCN(Cc3ccsc3)C(CCO)C2)s1 (centres undefined)
  107	-2	120	9	0	-2.6	-4	105	2
C=CCn1c(SCC(=O)c2[nH]c(C)c(C(=O)OC)c2C)nc2scc(-c3ccc(OC)c(OC)c3)c2c1=O
  94	1	85	-12	0	-4.9	-1	93	2
O=C(CN(Cc1ccco1)C(=O)CNS(=O)(=O)c1ccc(Cl)cc1)NCc1ccc(F)cc1
  103	5	111	-4	1	0.3	3	109	-3
O=C(O)CCCC(=O)Nc1cccc2cccnc12
  107	10	247	-12	3	-0.5	9	109	-10
CCc1ccc(C(=O)NNc2ccc(S(N)(=O)=O)cc2)cc1
  nt	5	116	-2	0	0.7	6	nt	-3
CCOC(=O)N1CCN(S(=O)(=O)c2cc([N+](=O)[O-])c(C)cc2C)CC1
  93	-2	106	8	0	0.9	5	94	9
CCOC(=O)COc1ccccc1C(=O)c1cnn(-c2ccccc2)c1
  93	5	91	-11	0	1.1	13	82	2
COc1ccc(-n2ncc3c2CC(C)(C)CC3NC(=O)c2c(C)cc(=O)oc2C)cc1 (centres undefined)
  89	5	99	-6	4	5.0	-2	88	3
CC1(C)C2CCC(C2)C1(C)N=C1OC(CCl)CS1 (centres undefined)
  108	0	83	5	1	-0.4	0	108	6
C=CCNC(=S)NN=C1CCC(c2ccccc2)CC1 (centres undefined)
  102	4	90	3	0	-0.2	8	100	-2
CCc1ccccc1N1CC(C(=O)Nc2cc(S(=O)(=O)N3CCCC3)ccc2Cl)CC1=O (centres undefined)
  95	5	107	30	1	nt	16	94	-1
CN(CC(=O)Nc1ccccc1C(F)(F)F)C(=O)CSc1nc(N)cc(N)n1
  93	6	103	8	3	nt	6	102	3
NC(=O)C1CCCN(C(=O)c2cccc(S(=O)(=O)N3CCCCCC3)c2)C1 (centres undefined)
  86	6	103	1	1	nt	6	91	4
Cc1ccsc1C(=O)NC(C)c1ccc2c(c1)OCO2 (centres undefined)
  101	5	123	-1	0	-1.3	7	99	2
O=C(COC(=O)c1n[nH]c(=O)c2ccccc12)NCc1ccccc1
  93	3	100	8	6	nt	2	107	0
CN1CCN(C(=O)c2ccc(Cn3cc(Cl)cn3)o2)CC1
  106	3	96	5	0	1.1	-3	99	-4
O=C(O)C(S)C(S)C(=O)O (centres undefined)
  90	28	95	46	12	-21	84*	90	9
CC(=O)c1ccc(N2CCc3ccccc3C2)c([N+](=O)[O-])c1
  nt	5	102	-4	0	0.8	-2	nt	6
COC(=O)c1ccccc1NC(=S)NC(=O)CC(C)C
  104	2	84	1	0	0.8	3	99	2
CCOc1ccc(NC(=O)c2c[nH]n3c(=O)cc(C4CCN(C(=O)OC(C)(C)C)CC4)nc23)cc1
  104	6	91	10	0	0.6	7	103	-8
Cc1ccc(C(c2cc(Cl)c3cccnc3c2O)N2CCN(C)CC2)cc1 (centres undefined)
  88	17	155	-1	0	0.0	33	67	-1
COc1ccccc1OCC(=O)Nc1ccccc1C(=O)N1CCCC1
  100	1	91	12	1	0.7	3	100	-3
CN(C)S(=O)(=O)c1ccc(N2CCCC2)c(C(=O)Nc2nc(-c3cc(F)ccc3F)cs2)c1
  103	2	84	7	0	-1.5	6	105	1
O=C(NNC(=O)C1CCN(C(=O)Nc2ccccc2)CC1)c1ccc(F)cc1
  102	6	87	5	0	nt	-4	100	3
O=C(Cn1ncc(N2CCCC2)c(Br)c1=O)c1ccc(Cl)cc1
  90	7	112	29	1	-4.8	4	95	5
O=C(Cc1cccs1)NNC(=S)NC(=O)c1ccco1
  92	8	122	3	5	-4.0	9	100	16
COCCCNC(=O)c1sc2ncnc(N3CCc4ccccc4C3)c2c1C
  94	-1	106	6	5	0.2	-1	92	-1
CCOC(=O)C1CCCN(C(=O)c2cc(-c3ccco3)nc3ccccc23)C1 (centres undefined)
  106	nt	84	2	25	nt	nt	101	9
S=c1[nH]nc(-c2ccco2)n1/N=C/c1ccc(Br)s1
  89	-34	89	19	0	-2.6	-24	80	1
COc1ccc2oc(C(=O)OCC(=O)NC3CCCC3)c(C)c2c1
  94	3	102	12	0	2.1	-2	99	2
COCCN(CCOC)C(=O)N1CCOCC1
  88	3	109	4	2	-3.9	5	100	-3
COc1cccc(C2c3c(oc4ccc(F)cc4c3=O)C(=O)N2CCCN2CCOCC2)c1 (centres undefined)
  102	3	98	1	2	0.2	3	102	1
C(=N\N=C\c1cccs1)/c1cccs1
  97	1	81	3	0	-1.3	-2	91	-3
c1ccc(C[n+]2csc3ccccc32)cc1
  102	3	82	-8	1	-1.5	9	106	3
Cc1ccnc(NS(=O)(=O)c2ccc(C(C)(C)C)cc2)c1
  104	-1	107	3	1	1.5	2	102	13

Other compounds
Below each SMILES: CIT2 TOR yeast	BCLXL inh	Yeast superoxide	VLA-4 inh	GRK2 aptamer HTS	MEX-5 binding	MCL1-BIM inh	AGP1-GFP MLPCN	GLD-1 RNA inh
Cc1cc(C)c(NC(=O)Nc2ccccc2)c(Cl)c1
  98	5	103	18	3	1.0	2	102	3
CCOC(=O)c1c(CN(C)C)n(C)c2ccc(OC(C)=O)cc12
  101	0	120	-7	0	1.6	-7	95	8
CCCCN(C)S(=O)(=O)c1c(C)[nH]c(=O)[nH]c1=O
  103	4	81	1	1	-4.6	1	106	5
CCOC(=O)c1sc(N(C)C)nc1-c1ccccc1
  106	6	94	1	1	-0.2	14	98	3
CNc1nc(N)nc(-c2cc(Cl)ccc2OC)n1
  99	3	87	9	4	0.2	-1	95	5

Retrieved one by one from above:
Below each SMILES: CIT2 TOR yeast	BCLXL inh	Yeast superoxide	VLA-4 inh	GRK2 aptamer HTS	MEX-5 binding	MCL1-BIM inh	AGP1-GFP MLPCN	GLD-1 RNA inh
CCCCN(C)S(=O)(=O)c1c(C)[nH]c(=O)[nH]c1=O
  103	4	81	1	1	-4.6	1	106	5
CCOC(=O)c1sc(N(C)C)nc1-c1ccccc1
  106	6	94	1	1	-0.2	14	98	3

Bioassay records (PubChem BioAssay)
